FAS-TE inh – FAS thioesterase (human) inhibition; inhibition, % at 15 µM; 360,000 tested, 0.67% active; recombinant FAS-TE, OMFH fluorogenic substrate, fluorescence endpoint; P49327;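 active means compounds whose normalised, plate-corrected inhibition of enzyme fluorescence in the single-dose primary screen is 50% or more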;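 further: 0% = DMSO with enzyme and 100% = substrate without enzyme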
Tb MetRS inh – blocks T. brucei methionyl-tRNA synthetase activity; purified T. brucei MetRS, ATP depletion, Kinase-Glo luminescence; inhibition, % at 11.9 µM; 360,000 tested, 0.4% active;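 active means inhibition above a per-plate cutoff of the control wells' mean inhibition plus 3 SD, cut at about 5.5% in these data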;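 further: 0% = DMSO wells median and 100% = median of wells with control inhibitor compound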
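Material: T. brucei methionyl-tRNA synthetase, purified; reagent: substrates ATP, L-methionine and bulk Escherichia coli tRNA; dosing: 11.9 µM single point; timing: 15 min plus 2 h at 25 °C; detection: luminescence of leftover ATP; evaluation: % inhibition; control set: DMSO-only wells as low control; replicates: singlicate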
CendR NRP1 mod – modulators of CendR peptide binding to human neuropilin-1; O14786; FAM-RPARPAR peptide binding to NRP-1, fluorescence polarization; inhibition, % at 25 µM; 360,000 tested, 0.85% active;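 active means inhibition or corrected inhibition above about 18%, plus a signal ratio from 0.5 to 1.5, limit read from the data, passing the limit was not always enough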; further: strong numbers were not always called active
MLLE-PAM2 inh – blocks PAM2 peptide binding to the PABP1 MLLE domain. inhibition, % at 20 µM. AID 588489. GST-MLLE / FITC-PAM2 fluorescence polarization. 360,000 tested, 0.36% active. P11940; in the data active means inhibition above about 35%, passing the limit was not always enough;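 further: plate controls were DMSO wells with GST-MLLE for no effect and wells lacking GST-MLLE protein for full effect; some results filed as inactive read as strong as hits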
MsrA inh – bovine MsrA inhibition. inhibition, % at 15.5 µM. AID 651718. purified bovine MsrA, absorbance read-out. 360,000 tested, 0.75% active; in the data active means inhibition above about 4.5%;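 further: 0% = vehicle wells with enzyme and 100% = reference inhibitor wells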
SKN-1 inh – blocks SKN-1 activity in C. elegans. C. elegans VP596 Pgst-4::GFP/RFP ratio, acrylamide-induced, 24 h. inhibition, % at 21.8 µM. 360,000 tested, 0.49% active;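 active means interference check ratio from 0.5 to 1.5 plus GFP to RFP signal ratio inhibition reaching or exceeding a fixed threshold, cut at about 30% in these data, passing the limit was not always enough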; further: some compounds called inactive have numbers as strong as hits
MT1-MMP act inh – blocks activation of human MT1-MMP. HT1080 RFP-PRO-GFP cells, GFP/RFP ratio fluorescence, overnight; percent of plate control window, DMSO zero. GFP/RFP ratio change, % at 20 µM. 360,000 tested, 0.061% active. AID 651647;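 active means GFP/RFP ratio change of at least 30% with cell ATP level not reduced by more than half and red fluorescence within 50% of control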; further: strong numbers were not always called active
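Test system: HT1080 cells expressing an RFP-PRO-GFP fluorescent reporter construct / Compound dosing: single-point 20 µM compound, 1% DMSO / Schedule: cells overnight before dosing, compound overnight, 37 °C, 5% CO2 / Evaluation: GFP/RFP fluorescence ratio / Control set: DMSO and RFP-L50D-GFP cell wells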
bovine MsrA act – bovine methionine sulfoxide reductase A activation; AID 602163; 360,000 tested, 0.3% active; purified bovine MsrA, absorbance read-out; activation, % at 10.6 µM; in the data active means activation above about 7.5%;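 further: 0% = vehicle and 100% = reference activator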
E coli Lon inh – inhibitors of E. coli Lon protease | inhibition, % at 7.94 µM | AID 602123 | purified E. coli Lon protease, fluorescence polarization | 360,000 tested, 0.42% active; in the data active means inhibition above about 13%, passing the limit was not always enough;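 further: 0% = enzyme with probe and DMSO and 100% = no enzyme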
The depositor's hits bear a star; x = not tested or not shown.

SMILES	FAS-TE inh	Tb MetRS inh	CendR NRP1 mod	MLLE-PAM2 inh	MsrA inh	SKN-1 inh	MT1-MMP act inh	bovine MsrA act	E coli Lon inh
CC1(C(=O)Nc2ccc3c(c2)OCCO3)CSCC(=O)N1CCc1ccccc1F (stereo not given)	x	-0.8	-5.2	x	-0.1	-3.4	2.5	x	x
COc1ccc(C(O)c2nc(-c3ccc(OC)nc3)cs2)cc1 (stereo not given)	-4.6	-0.3	-0.6	-8.1	1.6	-3.4	2.7	-4.9	-9.9
COc1ccc(F)cc1S(=O)(=O)N1CCCCC1	-0.1	-0.5	-1.8	-7.5	-0.1	3.1	-2.0	-1.8	-3.0
c1ccc(-c2nn3c(-c4ccccc4)nnc3s2)cc1	0.4	0.5	1.3	-3.7	1.5	18.9	0.6	-1.4	-3.0
O=C(Nc1cc([N+](=O)[O-])ccc1N1CCCC1)c1cccs1	16.3	-0.1	-9.1	-20.8	3.6	17.3	3.5	-5.0	-7.2
O=C(CCNS(=O)(=O)c1ccccc1F)NC1CCCCCC1	-6.0	-0.3	8.6	4.9	-0.3	-5.7	-0.8	-7.6	-2.2
CSc1ncccc1C(=O)Nc1nccs1	-9.2	0.5	2.6	-8.2	-0.8	2.2	-2.7	-2.8	-10.3
C[C@H](CO)N1C[C@H](C)[C@@H](CN(C)C(=O)NC2CCCCC2)Oc2c(NS(=O)(=O)c3ccc(F)cc3)cccc2C1=O	-4.4	-0.1	5.6	-0.9	0.1	14.3	3.5	-0.7	-8.7
Cc1ccc(N/N=C/C=C/c2ccco2)cc1	8.9	-0.2	-22.7	-20.3	-0.2	10.7	-11.4	-3.6	-21.2
CCC(=O)N1CCN(c2ccc(NC(=S)NC(=O)C(C)C)cc2)CC1	-8.3	-0.9	-0.3	12.7	0.8	3.4	-0.9	-0.7	-9.6
COCCN(C(=O)CC1OC(=O)c2ccccc21)c1c(N)n(Cc2ccccc2)c(=O)[nH]c1=O (stereo not given)	-6.1	-0.4	0.8	-4.6	-0.2	-7.9	2.4	-0.3	2.5
CCOc1ccc(OCc2ccc(C(=O)Nc3cccnc3)cc2)cc1	-8.5	-0.4	-1.2	11.3	-0.3	11.1	-10.7	-1.3	-4.1
CCOC(=O)c1c[nH]c2c(C(F)(F)F)cccc2c1=O	-2.6	-0.1	1.7	6.2	0.8	13.6	3.0	-0.7	-4.0
CCOC(=O)Cn1c(CN(C)Cc2ccccc2)nc2c1c(=O)n(C)c(=O)n2C	1.6	-0.6	5.6	-3.9	1.0	4.0	-7.1	4.3	7.1
Cc1ccc(C(=O)COC(=O)c2ccccc2NC(=O)c2ccccc2)cc1[N+](=O)[O-]	24.5	-0.5	-10.0	0.7	0.7	-7.6	5.6	-2.0	3.8
CCN(CC)c1cc(C)c2cc(NC(=O)c3ccc(Br)o3)ccc2n1	14.2	-1.1	-9.7	-19.3	3.0	19.6	10.6	-0.8	-13.6
CCCCNC(=O)C1(C)CCN1C(=O)c1ccc2c(c1)C(C)(C)CCC2(C)C (stereo not given)	7.8	-0.3	14.6	5.8	1.6	14.8	0.5	-1.6	4.2
O=S(=O)(/N=C/c1ccccc1O)c1cccs1	-8.6	0.3	-4.3	6.0	-0.4	-1.8	-2.0	-0.8	-5.5
N#Cc1ccccc1OCC(=O)N1CCN(C(=O)c2ccco2)CC1	-6.0	-0.5	2.3	3.9	-0.3	8.4	1.8	-2.9	3.0
O=C(CN(CCc1ccccc1)S(=O)(=O)c1ccc(Cl)cc1)N/N=C/c1ccccc1C(=O)O	-0.8	-0.5	4.9	10.5	1.9	-3.9	-3.5	-7.0	13.0
CC1CCC2(CC1)NC(=O)N(CC(=O)c1ccc(Cl)s1)C2=O (stereo not given)	5.5	-0.1	-7.4	-12.2	0.2	-11.7	-2.4	-2.8	-6.5
Clc1cccc(Cl)c1/C=C/c1nc2ccccc2[nH]1	15.0	-0.8	-2.5	-7.0	x	23.4	-2.3	-3.7	5.1
O=C(CC1C(=O)NCCN1Cc1ccccc1)NCCC1=CCCCC1 (stereo not given)	-2.0	-0.5	-5.0	12.2	-0.9	14.0	-1.6	-1.5	10.5
Cc1ccc2nc(N3C(=O)C(O)=C(C(=O)c4cc5ccccc5o4)C3c3cccs3)sc2c1 (stereo not given)	14.4	-0.1	-109.5	-8.5	x	18.4	-9.0	-3.1	-6.5
CCOC(=O)[C@]12CCC=C1N(Cc1ccccc1)C(=O)[C@H](CC(=O)NCc1ccc(C)o1)C2	-5.1	-1.5	-6.5	x	0.6	0.7	1.4	-10.8	-8.6
CCCCCC(=O)OC(CN1CCCCCC1)CN1CCCC1=O (stereo not given)	-2.6	-0.8	4.8	-4.3	-1.1	6.1	3.4	-8.3	5.8
COc1ccccc1CNC(=O)C1(C)CCN1C(=O)Cc1ccc(-c2ccccc2)cc1 (stereo not given)	17.3	0.2	2.6	-7.8	1.3	15.6	-6.2	0.5	4.4
CC(C)C[C@@]12C(=O)N(c3cccc(F)c3)C(=O)N1[C@H](c1ccc(F)cc1)[C@@H]1C(=O)N(C3CCCCC3)C(=O)[C@@H]12	82.5*	-0.4	9.7	7.6	1.1	4.4	-9.0	-0.8	-4.4
CCOc1ccc(NC(=O)C2C3CCC4C(CCC32)C4(Cl)Cl)cc1 (stereo not given)	-4.4	-0.8	2.8	-3.3	1.4	4.0	0.6	-11.2	5.6
CN(C)c1ccc2c(=O)c3ccccc3oc2n1	-0.9	0.5	15.9	6.0	3.4	1.9	5.8	-6.6	-6.6

An excerpt from above, limited to FAS-TE inh:
smiles | FAS-TE inh
c1ccc(-c2nn3c(-c4ccccc4)nnc3s2)cc1 | 0.4
O=C(Nc1cc([N+](=O)[O-])ccc1N1CCCC1)c1cccs1 | 16.3

Further records
SMILES	FAS-TE inh	Tb MetRS inh	CendR NRP1 mod	MLLE-PAM2 inh	MsrA inh	SKN-1 inh	MT1-MMP act inh	bovine MsrA act	E coli Lon inh
c1cnc2nc(CSc3ncn[nH]3)cn2c1	-6.4	-0.1	4.4	7.7	1.7	2.1	-2.5	-3.1	4.2
COc1ccc(C2C3=C(CC(C)(C)CC3=O)Nc3c2c(=O)n(C)c(=O)n3C)cc1OC (stereo not given)	-3.5	-0.3	4.3	2.6	2.6	-13.9	-1.3	-1.5	2.7
COc1ccc(/C(N)=N/OC(=O)COc2ccccc2Cl)cc1	18.9	-1.0	6.6	-0.3	0.0	-1.2	-2.2	-5.5	-4.5
Cc1noc(NS(=O)(=O)c2ccc(N/C=C\C(=O)c3ccc4c(c3)OCO4)cc2)c1C	-3.8	-0.6	-7.8	-2.7	2.6	-1.1	-9.3	-9.9	1.3
COc1ccc(N2C(=O)CSC2c2ccccc2[N+](=O)[O-])cc1 (stereo not given)	-1.8	-1.2	-0.1	25.1	0.0	-6.2	0.4	-11.0	2.8
Cc1cccc(C(=O)NC(=S)Nc2ccc(S(=O)(=O)N(C)c3ccccc3)cc2)c1	30.5	-1.0	0.6	23.8	-0.3	27.0	2.9	-3.1	-0.5
Cc1ccc(S(=O)(=O)N2Cc3ccccc3CC2C(=O)NC(C)(C)C)cc1 (stereo not given)	4.3	-1.0	-58.9	10.9	-0.8	-3.5	-7.1	-3.0	-3.9
CC(=O)c1ccc(NC(=O)COC(=O)c2ccccc2Sc2ccccc2C#N)cc1	18.9	-0.6	3.9	14.4	1.0	-1.6	2.6	-1.4	-3.1
C=CC[n+]1c(-c2ccc(Cl)cc2Cl)csc1Nc1c(C)n(C)n(-c2ccccc2)c1=O	2.3	-1.5	5.2	-10.2	-0.4	-1.5	4.4	-8.6	1.7
COc1ccccc1OCc1csc(NC(=O)c2ccco2)n1	-7.5	-0.4	-4.1	10.0	-0.2	-6.1	-0.6	-2.4	-11.2
Cc1csc(NC(=O)CCc2c(C)nc3cc(-c4cccc(F)c4)nn3c2C)n1	3.8	-0.8	1.2	9.4	0.0	3.0	1.6	4.0	-5.5
O=C(/C(=C(\O)c1ccccc1)c1nc2ccccc2[nH]1)c1ccccc1	15.9	-1.5	12.5	8.5	1.8	7.0	7.9	-12.5	-4.7
COc1ccc(-c2ccc3[nH]c4c(c3c2)CCN2C[C@@H]([C@H](C)OC(=O)Nc3cc(Cl)cc(Cl)c3)[C@@H](N(C)C(=O)Nc3cc(Cl)cc(Cl)c3)C[C@@H]42)cc1	22.4	-0.7	-51.2	-31.1	0.4	9.1	-4.0	-2.9	-18.7
COc1cc(CNC(C)(C)C)cc(Br)c1OCc1cccs1	-8.5	-0.9	-7.2	16.5	0.2	1.3	0.7	-9.2	1.1
O=C1c2ccccc2NC2(CCCCC2)N1N=C1CCCCC1	-4.4	1.1	-2.9	13.6	0.5	6.9	1.3	1.1	4.2
Cc1nn(C)c(C)c1S(=O)(=O)N1CCc2ccccc21	-7.0	-1.5	3.9	-2.6	0.3	12.0	0.3	-10.5	-9.8
COC(CN(C)C(=O)c1ccc(CS(=O)(=O)c2ccccc2C)o1)OC	-6.0	-0.1	-7.1	-9.4	0.3	-12.2	-3.0	-2.6	0.3
Cc1ccc(CC(=O)Nc2cc(C)on2)cc1	2.8	-0.8	3.7	2.8	x	2.2	-1.0	-2.1	4.2
NNC(=S)Nc1ccc(S(=O)(=O)N2CCCCC2)cc1	-0.9	2.4	-4.4	-10.0	0.1	3.2	1.8	0.5	1.4
COc1ccc(NC(=O)c2ccc(-c3nn(C)c(=O)c4ccccc34)cc2)cc1C(N)=O	-2.6	0.8	8.6	-16.1	0.9	8.6	1.5	-1.1	-6.4
O=C(c1ccc(-n2cncn2)c([N+](=O)[O-])c1)N1CCN(S(=O)(=O)c2ccccc2Br)CC1	-9.7	1.2	-8.7	-3.8	-0.6	-10.6	1.2	-6.2	-3.4
CN(C(=O)NC1CC(=O)N(c2ccc3c(c2)OCCO3)C1)c1ccccc1 (stereo not given)	-10.6	-0.2	3.3	13.4	-0.5	-16.1	-2.3	-3.8	-1.6
COC(=O)C1C(=O)C(C(=O)c2ccccc2)C(=O)CC1(C)C (stereo not given)	-4.6	-0.3	12.1	3.5	-0.1	24.7	1.1	-2.1	3.9
COc1cccc(CN(C)C(=O)C23CC4CC(CC(NC(C)=O)(C4)C2)C3)c1OC	-3.6	0.4	-2.8	-10.6	-0.1	9.1	-0.6	-3.0	7.5
N=c1c(C(=O)NCCc2ccccc2)cc2c(=O)n3ccccc3nc2n1Cc1ccco1	7.5	4.8	-1.5	0.4	1.1	7.7	-3.6	-1.6	1.8
CC(=O)Nc1cccc(C(=O)N2CCN(Cc3ccccc3)CC2)c1	-9.4	-1.2	-6.0	5.1	-0.1	-47.8	x	-14.5	-1.4
CCCCN(C(=O)C1CCC1)c1c(N)n(CC(C)C)c(=O)[nH]c1=O	-5.4	-0.4	10.3	-10.2	-1.4	20.6	-3.4	-2.7	5.5
COc1cccc(-c2oc3c(c2C#CC2(N)CCCCC2)C(O)CCC3)c1 (stereo not given)	-6.0	-0.3	3.1	x	0.3	0.4	-4.6	-0.4	-0.7
C[C@H]1CN([C@@H](C)CO)C(=O)c2cc(C#CC3(O)CCCC3)cnc2O[C@H]1CN(C)C(=O)C1CC1	-6.8	-0.9	4.5	6.2	-0.2	19.6	-6.3	-0.7	-7.2

High-throughput results (PubChem BioAssay)
